# Fh CTSL1 inh: counter-screen for PFM18AAP inhibitors: inhibitors of F. hepatica cathepsin L1; inhibition, % at 5.96 µM; AID 1906; recombinant F. hepatica cathepsin L1, Z-Leu-Arg-MCA fluorescence; actives 0.49% (n = 300,000);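 active = inhibition above the mean of all tested compounds plus 3 SD, set per screening campaign, cut at about 17% in these data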;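 note: 0% = plate median of test compound wells and 100% = 1 µM Z-Phe-Ala-diazomethylketone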
# EBNA-1 inh: blocks EBNA-1 binding to DNA; EBNA-1 DNA binding, fluorescence polarization; inhibition, % at 14.8 µM; actives 0.34% (n = 300,000); AID 1950; in the data active = inhibition above about 28%
# PP5 primary: PP5 (human) phosphatase inhibition | P53041 | AID 1987 | purified PP5c, OMFP substrate fluorescence | inhibition, % at 6.7 µM | actives 0.18% (n = 320,000);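 active = inhibition above the campaign's mean inhibition across all tested compounds plus 3 SD, cut at about 9.5% in these data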;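 note: 0% = DMSO only and 100% = 100 µM cantharidin control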
# TPT1 inh: C. albicans TPT1 enzyme inhibition. actives 0.81% (n = 300,000). recombinant caTPT1, FP RNA substrate dephosphorylation. inhibition, % at 5 µM. AID 1962;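 active = inhibition above the mean of all tested compounds plus 3 SD, set per screening campaign, cut at about 24% in these data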;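 note: plate controls were DMSO alone for no effect and ferristatin control at 100 nM for full effect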
# ZTA DNA inh: counter-screen for EBNA-1 inhibitors: inhibitors of Epstein-Barr virus ZTA. P03206. actives 0.15% (n = 320,000). inhibition, % at 11 µM. ZTA-DNA binding, fluorescence polarization; in the data active = inhibition above about 33%
# Target sequence (P03206 whole entry, looked up): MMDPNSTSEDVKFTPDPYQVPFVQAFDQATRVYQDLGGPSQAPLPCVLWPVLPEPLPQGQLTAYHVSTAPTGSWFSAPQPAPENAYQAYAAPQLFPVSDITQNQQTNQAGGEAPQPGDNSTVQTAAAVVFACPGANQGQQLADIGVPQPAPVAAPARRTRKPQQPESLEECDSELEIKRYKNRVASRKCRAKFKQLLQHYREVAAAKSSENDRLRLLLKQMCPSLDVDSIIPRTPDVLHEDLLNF
# PP1 inh: PP1-alpha (human) inhibition in PP5 counter-screen | inhibition, % at 6.7 µM | actives 0.9% (n = 320,000) | P62136 | purified PP1alpha, OMFP fluorescence;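 active = inhibition above the mean inhibition of all tested compounds plus 3 SD, computed separately for each screening campaign, cut at about 15% in these data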
# PREPL inhibitor: inhibits the human prolyl oligopeptidase-like enzyme; recombinant PREPL, fluorescence polarization activity-based probe; inhibition, % at 5.96 µM; actives 0.68% (n = 320,000); AID 2751; in the data active = inhibition above about 43%;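 note: 0% = enzyme with DMSO and 100% = wells lacking enzyme; many of its hits are not listed in these tables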
# Target sequence (Q4J6C6 whole entry, looked up): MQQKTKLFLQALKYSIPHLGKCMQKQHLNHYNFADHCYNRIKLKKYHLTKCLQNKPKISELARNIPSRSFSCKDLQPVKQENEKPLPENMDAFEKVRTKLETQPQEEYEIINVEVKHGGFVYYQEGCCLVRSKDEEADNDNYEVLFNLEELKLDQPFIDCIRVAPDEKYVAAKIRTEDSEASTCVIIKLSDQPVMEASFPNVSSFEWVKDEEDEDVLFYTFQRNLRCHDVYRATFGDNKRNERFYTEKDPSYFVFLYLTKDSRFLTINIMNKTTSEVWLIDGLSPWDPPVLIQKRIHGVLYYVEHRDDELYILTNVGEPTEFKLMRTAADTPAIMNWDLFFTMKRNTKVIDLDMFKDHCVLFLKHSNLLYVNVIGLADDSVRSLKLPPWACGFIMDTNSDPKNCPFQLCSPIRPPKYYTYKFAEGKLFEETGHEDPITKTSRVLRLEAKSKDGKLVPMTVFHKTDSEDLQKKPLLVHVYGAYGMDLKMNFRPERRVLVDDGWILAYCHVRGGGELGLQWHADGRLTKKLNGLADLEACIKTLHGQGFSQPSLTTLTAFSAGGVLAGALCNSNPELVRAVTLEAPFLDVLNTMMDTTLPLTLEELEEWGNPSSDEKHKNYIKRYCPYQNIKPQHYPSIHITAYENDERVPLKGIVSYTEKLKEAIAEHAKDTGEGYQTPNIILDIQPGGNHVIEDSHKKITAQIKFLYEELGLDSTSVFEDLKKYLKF
# core dimer inh: blocks dimerization of HCV core protein; TR-FRET GST/Flag-core106 dimerization, 1536-well; inhibition, % at 5 µM; actives 0.33% (n = 300,000);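 active = inhibition above the mean of all tested compounds plus 3 SD, set per screening campaign, cut at about 45% in these data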
#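 System: GST/Flag-tagged HCV core106 proteins. Incubation: compound-protein-antibody incubation 4 h at 22.5 °C. Technique: HTRF with 340 nm excitation, 617/671 nm emission. Medium: KF-containing HEPES buffer, pH 7.45, DTT, CHAPS, BSA. Read-out: inhibition (%) from 671 over 617 nm ratio. Also added: Eu(K)-anti-GST 90 ng/mL plus XL665-anti-Flag 1 µg/mL.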
# Efflux pump inh: inhibitors of Candida antifungal efflux pumps expressed in yeast | inhibition, % at 10 µM | S. cerevisiae Candida pump triplex, Nile Red efflux | actives 0.44% (n = 330,000);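 active = plate passing quality check with inhibition over a set limit, or well fluorescence over plate mean plus 4 SD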;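 note: Nile Red retained in pooled yeast measured as flow cytometry median fluorescence; 0% = buffer negative control and 100% = Enniatin B positive control; higher means more Nile Red kept so more efflux inhibition; some compounds called inactive have numbers as strong as hits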
# Numbers without * were called inactive; · = no result given. Only part of the results is shown; rates above refer to the full screens.
# Second line of a record – PP1 inh	Efflux pump inh	Fh CTSL1 inh	ZTA DNA inh	PP5 primary	TPT1 inh	EBNA-1 inh	core dimer inh	PREPL inhibitor
O=C(Nc1ccc(Cc2ccc(NC(=O)C3CC3)c(O)c2)cc1O)C1CC1
→ -4	-0.1	1	-10	2.5	0	-18	-7	2
CN1CCN(Cc2nc3c([nH]2)c(=O)[nH]c(=O)n3C)CC1
→ -6	-0.1	-5	12	1.5	2	-6	0	13
Cc1occc1-c1nnc(SCCCC(=O)c2ccc(F)cc2)n1C
→ -1	0.0	0	-7	2.3	-11	8	0	-2
O=C(CC1Nc2ccccc2NC1=O)Nc1cc(Cl)cc(Cl)c1 (centres undefined)
→ -2	0.0	-1	-5	0.5	2	-4	-1	0
O=C(Nn1c(-c2ccccc2)nc2ccccc2c1=O)c1cccs1
→ -1	0.2	6	2	-1.0	1	4	-5	15
CCOc1ccccc1OCC(=O)Nc1cc2c(cc1C(=O)O)OCCCO2
→ -3	0.1	-2	2	0.7	0	-2	4	-5
COc1cc(C(=O)N(C)Cc2cccc(OC)c2OC)ccc1OCC(=O)Nc1cccc(C(F)(F)F)c1
→ -3	0.0	4	0	3.3	-1	-2	3	24
CN(c1ccccc1)c1nc(N)c([N+](=O)[O-])c(N2CCCC2)n1
→ -1	-0.3	-1	-18	1.0	-4	6	2	0
CCCNS(=O)(=O)c1ccc(CCC(=O)N2CCOCC2)cc1
→ 2	-0.1	-1	-9	2.6	10	-6	2	1
O=C(CSc1n[nH]c(-c2ccco2)n1)Nc1ccccc1Cl
→ -2	0.0	-3	-2	1.2	0	-1	0	-5
Cc1ccc(C(c2nnnn2Cc2cccs2)N2CCN(C(=O)c3ccco3)CC2)cc1 (centres undefined)
→ -1	0.0	-2	-3	0.4	-8	4	12	-7
Cc1ccc(S(=O)(=O)CCC(=O)Nc2ccc(Br)cc2)cc1
→ -6	-0.1	11	-18	-0.1	-5	-5	-11	-25
Cc1cccc2c1OCC/C2=N\NC(=O)COc1ccccc1
→ -1	0.1	2	-9	0.6	3	4	0	-3
Cc1ccc2nc(NC(=O)C3CCCN(S(=O)(=O)c4cnc[nH]4)C3)sc2c1 (centres undefined)
→ 0	-0.2	-4	4	0.6	-2	12	0	3
Cc1cn(C(=O)c2ccccc2)c(=S)n1-c1ccc(Br)cc1
→ 9	0.1	1	0	4.5	2	-3	6	-9
C=CCN(Cc1ccc(OC)c(OC)c1)C(=O)N1CCOCC1
→ 4	-0.2	-2	9	-0.2	5	-6	6	-1
Cc1c(CC(=O)O)c(=O)oc2cc(OCc3ccc(F)cc3Cl)ccc12
→ 7	-0.1	11	-6	-3.8	0	-3	-1	34
COc1ccc2nc(SCC(=O)N3CC(=O)Nc4ccccc43)c(C#N)cc2c1
→ 1	0.0	1	-21	-1.9	11	15	10	10
COc1ccc(OC)c(S(=O)(=O)N2CCC(C(=O)NCc3cccnc3)CC2)c1
→ -4	0.2	-2	-2	1.4	-1	0	-4	9
O=C(CN1c2ccccc2Sc2ccccc21)NNC(=O)Nc1cccc(Cl)c1
→ 0	-0.1	1	-9	2.4	-3	7	-2	14
COC(=O)COc1ccc(S(=O)(=O)N2CCCCCC2)cc1
→ 1	0.1	-3	1	2.6	6	-3	3	-3
CCC(=O)Nc1ccc(C(=O)OCc2ccc(Cl)c(Cl)c2)cc1
→ 1	0.2	3	2	-0.8	1	1	-10	-19
N#CCC(=O)c1sccc1-n1cccc1
→ 5	-0.1	9	-12	-2.2	8	-12	1	23
CC1(C)C=Cc2c(ccc(-c3coc4cc(O)ccc4c3=O)c2O)O1
→ -4	-0.4	6	-5	0.6	-5	-3	1	4
COC(=O)C(C)Sc1nc2c(c(=O)n(C)c(=O)n2C)n1CCC(C)C (centres undefined)
→ 2	0.1	-4	-4	2.4	-1	-5	-5	1
CN1Cc2c(N3CCOCC3)nc3sc(C(=O)c4ccc(Br)cc4)c(N)c3c2CC1(C)C
→ 4	0.2	1	10	1.4	0	-2	-7	68*
C#CC1(NC(=O)NC(C)(C)C)CCCCC1
→ -4	0.0	1	-4	2.6	0	12	3	2
O=C(C1CCCO1)N1CCN(S(=O)(=O)c2ccc(Br)cc2)CC1 (centres undefined)
→ 0	0.1	1	8	1.1	2	-9	-4	-2
O=C(COC(=O)c1nc(Cl)ccc1Cl)NCCc1ccccc1
→ -7	-0.2	-3	-12	0.4	0	-5	1	-4
O=C(NCC1COc2ccccc2O1)c1cc2ccccc2o1 (centres undefined)
→ 0	0.1	1	-5	0.3	-4	3	-1	-48

# Sorted by heavy-atom count (descending): three of the compounds above.
# Second line of a record – PP1 inh	Efflux pump inh	Fh CTSL1 inh	ZTA DNA inh	PP5 primary	TPT1 inh	EBNA-1 inh	core dimer inh	PREPL inhibitor
Cc1ccc(C(c2nnnn2Cc2cccs2)N2CCN(C(=O)c3ccco3)CC2)cc1 (centres undefined)
→ -1	0.0	-2	-3	0.4	-8	4	12	-7
CC1(C)C=Cc2c(ccc(-c3coc4cc(O)ccc4c3=O)c2O)O1
→ -4	-0.4	6	-5	0.6	-5	-3	1	4
Cc1cccc2c1OCC/C2=N\NC(=O)COc1ccccc1
→ -1	0.1	2	-9	0.6	3	4	0	-3

# The list goes on:
# Second line of a record – PP1 inh	Efflux pump inh	Fh CTSL1 inh	ZTA DNA inh	PP5 primary	TPT1 inh	EBNA-1 inh	core dimer inh	PREPL inhibitor
COc1ccccc1N1CCN(c2cc(=O)n(Cc3ccc(F)cc3)c(=O)[nH]2)CC1
→ -2	-0.1	1	3	1.0	1	-12	2	5
CC(C)N1CCN(Cc2ccc(Sc3nncn3C)o2)CC1CCO (centres undefined)
→ -4	0.1	4	0	-2.7	2	-6	-2	-6
COc1ccc(CNC(=O)CN(Cc2ccco2)C(=O)CCC(=O)Nc2ccccn2)cc1
→ 0	0.2	4	-5	1.5	7	-11	1	13
CCOc1ccc(CCNC(=O)CCc2nc(-c3ccc(OC)cc3)no2)cc1OCC
→ -1	-0.5	0	-3	-1.6	2	0	-3	4
COc1ccc(Cc2noc(CN3CCN(Cc4csc(C)n4)CC3)n2)cc1OC
→ -1	-0.1	-1	-19	0.7	-1	8	-4	11
C=CCOC(=O)C1=C[C@@H](c2coc3ccccc3c2=O)C[C@@H](OCCCCO)O1
→ 2	0.1	-2	-12	0.2	0	4	11	6
COc1ccccc1CNC(=O)Cc1ccc(Br)cc1
→ 0	0.0	-4	3	-1.4	5	1	3	-6
COCCN(C(=O)CSc1ncc(C(F)(F)F)cc1Cl)c1c(N)n(Cc2ccccc2)c(=O)[nH]c1=O
→ 1	0.1	0	4	1.7	1	-2	8	-12
CCOc1ccc(NC(=O)C2CCN(S(C)(=O)=O)CC2)cc1
→ -2	0.1	-2	-6	1.0	-4	2	-3	8
O=C(CCc1ccc(S(=O)(=O)NCCc2ccccc2)cc1)Nc1ccc2c(c1)OCCO2
→ -3	0.8	4	11	2.0	-1	-2	-2	4
Oc1nc(Nc2cccc(Cl)c2)sc1/C=C1\C=Nc2ccccc21
→ 5	-0.5	3	4	5.5	2	-10	-1	56*
S=C(NCCc1ccccc1)Nc1ccccc1N1CCOCC1
→ -4	-0.1	1	-11	-1.2	-2	0	-1	7
COc1cccc(NC(=O)CSc2nnc3cc(C)nc(N)n23)c1
→ -3	0.0	4	20	-0.8	3	11	2	1
CC(=O)Cn1c2ccccc2n2nc(CCC(=O)O)c(=O)nc12
→ -3	0.0	2	-11	0.9	-4	0	0	5
COc1ccc(NC(=O)CSc2nnc(CNC(=O)c3cccs3)o2)c(OC)c1
→ 0	0.1	-2	4	3.8	1	-1	-1	2
Cc1cc(NC(=O)C(C)SCC(=O)Nc2ccccc2C(C)(C)C)no1 (centres undefined)
→ -5	-0.1	5	0	0.5	2	3	5	0
Cc1ccc(-n2nnc3c(=O)n(CC(=O)c4ccccc4)cnc32)cc1
→ -2	0.0	1	-1	0.8	-5	22	8	9
Cc1ccc(Nc2c([N+](=O)[O-])ccc3nonc23)c(C)c1
→ 5	0.1	0	7	4.0	-3	-2	-10	7
O=C(N/N=C/c1ccc(N2CCOCC2)s1)c1ccc(NS(=O)(=O)c2cccs2)cc1
→ -3	0.1	1	6	1.4	29*	5	-6	2
Cc1ccc(CNc2ccc3c(c2)OCO3)cc1
→ 12	0.2	0	-1	-0.6	9	2	3	41
Cc1ccc(O)c(NC(=O)c2noc3c2CCCCC3)c1
→ -8	0.0	2	6	-3.5	25*	-1	-2	9
CC(C)(C)c1ccc(CS(=O)(=O)CC2(O)CCN(C(=O)c3cccc(C(F)(F)F)c3)CC2)cc1
→ -5	0.0	0	-2	2.6	-1	4	-4	4
O=C(CSCc1cccc(Cl)c1)N1CCN(Cc2ccc3c(c2)OCO3)CC1
→ 9	0.2	2	13	3.2	3	-2	9	17
CCOc1ccc(N=C(/C(C(=O)C(=O)N2CCOCC2)=C(/O)c2ccccc2)c2ccccc2)cc1
→ -1	-0.1	-1	10	0.1	1	3	6	-5
COc1ccc(CCN2C(=O)CC(NCc3ccc4c(c3)OCO4)C2=O)cc1OC (centres undefined)
→ 5	0.2	-3	-5	2.5	0	-9	-3	11
CCOC(=O)c1csc(N)c1-c1ccc([N+](=O)[O-])cc1
→ -2	0.2	0	-6	3.0	-1	-4	-1	23
CCOC(=O)CSc1nnc(CSc2nc3sc4c(c3c(=O)[nH]2)CCC4)n1C
→ 5	-0.1	-2	-7	-0.2	-3	0	-2	9
Cc1ccc(C(=O)N/N=C/c2ccc(N3CCOCC3)cc2)c(C)c1
→ -6	-0.2	8	-6	-0.1	0	0	-16	9
CC(C)C[C@H](NC(=O)C1CC(=O)N(c2ccc(F)cc2)C1)C(=O)N1CCCCC1 (some centres undefined)
→ -2	-0.2	0	4	-1.8	-1	5	-4	10
CCCCC(CC)C(=O)Nc1ccc(C)c(O)c1 (centres undefined)
→ 4	0.0	-2	-1	1.1	-3	-5	-2	2
COc1ccc(S(=O)(=O)N2CCCC2C(=O)Nc2ccc(C)cc2)cc1 (centres undefined)
→ 4	-0.1	-3	-15	2.0	0	-8	-1	1
CC(=O)c1cc(-c2ccc(F)cc2)n(CC(=O)NCc2cccs2)c1C
→ -2	0.1	-4	7	5.4	3	-15	-3	-6
CCC(C(=O)Nc1sc(C(N)=O)c(C)c1C(=O)OC)c1ccccc1 (centres undefined)
→ -2	0.0	8	10	1.0	2	3	11	-7
CC(=O)c1c(C)[nH]c(C(=O)NC2=NCCS2)c1C
→ -1	-0.1	2	-6	0.0	2	8	1	0
Nc1ccc(C2(c3ccc(N)cc3)C(=O)Nc3ccccc32)cc1
→ -4	0.0	2	-5	0.9	2	7	8	6
O=C(OCc1nnc(-c2ccccc2)o1)c1cn(-c2ccccc2)nc1-c1ccccc1
→ 7	0.0	-2	15	3.4	-3	-1	11	-8
Cc1ccc(C)c(NC(=O)C(CC(=O)O)Cc2ccccc2)c1 (centres undefined)
→ -4	-0.1	-2	9	-1.1	0	-4	-1	3
CC1CCN(S(=O)(=O)c2cccc(C(=O)N(Cc3ccccc3)c3ccccn3)c2)CC1
→ 5	-0.1	1	15	1.9	-3	-4	7	4
Cc1ccc(S(=O)(=O)n2ccc3c(OCCOCCNCc4ccc(F)cc4)cccc32)cc1
→ 18*	-0.2	-1	22	2.7	-1	5	-8	-16
COc1ccc(OC)c(S(=O)(=O)NC(C)c2cnn(-c3ccccn3)c2C)c1 (centres undefined)
→ -2	-0.3	3	1	0.1	-3	-5	-13	9
Cc1ccccc1COC(=O)c1cc([N+](=O)[O-])ccc1N1CCOCC1
→ -2	-0.1	-1	-5	-0.2	-5	3	7	19
CC1(C)CC(=O)C=C(/C=C/c2ccccc2)C1
→ 2	0.1	·	-5	2.1	·	·	·	-42
Cc1onc(-c2ccccc2)c1C(=O)n1cc(Br)cn1
→ -2	0.0	-4	-19	0.1	-1	5	5	-5

# Source: PubChem BioAssay
